POLH inh = inhibitors of human DNA polymerase eta. recombinant Pol eta, fluorescent DNA replication assay. Potency, µM (series often up to 114 µM), without a hit: at the top dose activity change, negative = inhibition, actives largely listed as inhibitors. actives 1.2% (n = 390,000); also: % is scaled to controls: 0 for no effect and ±100 for the full control effect
Target sequence (Q9Y253 whole entry, looked up): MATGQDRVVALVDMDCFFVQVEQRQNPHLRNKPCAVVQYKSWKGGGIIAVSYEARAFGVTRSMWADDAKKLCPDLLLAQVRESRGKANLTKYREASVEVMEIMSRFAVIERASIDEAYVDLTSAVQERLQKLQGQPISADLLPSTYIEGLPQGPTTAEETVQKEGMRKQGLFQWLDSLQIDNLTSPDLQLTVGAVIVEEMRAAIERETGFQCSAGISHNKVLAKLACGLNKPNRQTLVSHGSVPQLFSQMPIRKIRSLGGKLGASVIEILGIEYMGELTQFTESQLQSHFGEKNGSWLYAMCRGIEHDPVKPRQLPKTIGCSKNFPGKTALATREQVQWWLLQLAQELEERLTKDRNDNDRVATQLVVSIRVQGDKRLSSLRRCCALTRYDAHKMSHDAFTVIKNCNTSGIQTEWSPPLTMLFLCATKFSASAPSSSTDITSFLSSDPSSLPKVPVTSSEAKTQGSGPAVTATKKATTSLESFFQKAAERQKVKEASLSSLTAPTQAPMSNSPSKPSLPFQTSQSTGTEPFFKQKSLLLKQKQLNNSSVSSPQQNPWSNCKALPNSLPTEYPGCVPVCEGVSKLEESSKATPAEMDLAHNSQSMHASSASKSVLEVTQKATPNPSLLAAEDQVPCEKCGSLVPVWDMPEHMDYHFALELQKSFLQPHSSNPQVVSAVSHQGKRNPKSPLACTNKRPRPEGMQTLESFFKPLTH
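Pol eta at 10 nM preincubated with compounds 15 min at room temperature; reaction started with fluorescent substrate (50 nM final) and read kinetically at 0 and 10 min.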
POLB inh = inhibitors of human DNA polymerase beta; Pol beta primer extension/strand displacement, fluorescence kinetic; Potency, µM (highest dose often 114 µM), without a hit: top-dose activity change, negative = inhibition, hits mostly inhibitors; actives 1.3% (n = 340,000); AID 485314; P06746; also: % is scaled to controls: 0 for no effect and ±100 for the full control effect
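Reaction started by 50 nM substrate onto compound-treated Pol beta (10 nM, 15 min preincubation, room temperature); plates read at 0 min and 10 min. Normalized concentration-effect data fitted by four-parameter Hill equation.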
APE1 inh = blocks human APE1 abasic DNA cleavage | P27695 | recombinant APE1, TAMRA/BHQ-2 abasic DNA cleavage fluorescence | Potency, µM (doses to about 65.8 µM), for the others: at the highest dose activity change, negative = inhibition, most hits filed as inhibitors | actives 0.35% (n = 350,000);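 also: plate controls were vehicle for no effect and reference inhibitor for full effect; nearly all actives have a fitted effect of over 55% in size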
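Substrate: short duplex with […] THF abasic site, 5'-TAMRA and 3'-BHQ-2, 50 nM final. APE1 at 0.75 nM, preincubated 15 min RT with compound. Fluorescence increase from first to third read measured activity.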
Pol kappa inh = blocks human DNA polymerase kappa activity; Q9UBT6; purified Pol kappa, fluorescent DNA synthesis assay, 10 min; Potency, µM (titrated, usually from 107 µM), for the others: top-dose activity, negative = inhibition, usual class: inhibitors; actives 0.53% (n = 400,000); AID 588579; also: % is scaled to controls: 0 for no effect and ±100 for the full control effect
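50 nM final substrate added after 15 min RT preincubation of 10 nM Pol kappa with compound; fluorescence read at 0 and 10 min.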
Apoferritin bind = binds horse apoferritin like a general anesthetic. Potency, µM (titrated, usually from 77.5 µM), inactives show at the highest dose activity change, negative = displacement, actives largely listed as inhibitors. actives 0.074% (n = 350,000). apoferritin/1-aminoanthracene competitive binding, fluorescence; also: % is scaled to controls: 0 for no effect and ±100 for the full control effect; nearly all actives have a fitted effect of over 20% in size
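Horse-spleen apoferritin (10 uM) in 50% saturated 1-aminoanthracene in PBS was incubated 10 min at room temperature with compound. Fluorescence (ex 380, em 535 nm) was normalized to free and bound 1-AMA, with concentration-response fitted by a four-parameter Hill equation.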
BAZ2B block = BAZ2B (human) inhibition; AlphaScreen BAZ2B-H3K14Ac peptide displacement; Potency, µM (titrated, usually from 114 µM), inactives show at the top dose activity change, negative = inhibition, usual class: inhibitors; actives 4.4% (n = 360,000); AID 504333; also: % is scaled to controls: 0 for no effect and ±100 for the full control effect; nearly all actives have a fitted effect of over 60% in size
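AlphaScreen luminescence quantifies BAZ2B engagement of H3K14Ac peptide; the protein and biotinylated peptide are both at 50 nM final, buffer PBS pH 7.4 with 0.01% Tween-20, all steps at room temperature.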
G9a inh = blocks human histone lysine methyltransferase G9a; Q96KQ7; G9a H3K9 monomethylation, AlphaScreen, 2 h; AID 504332; actives 8.8% (n = 350,000); Potency, µM (titrated, usually from 102 µM), for inactives: top-dose activity, negative = inhibition, usual class: inhibitors; also: % is scaled to controls: 0 for no effect and ±100 for the full control effect; nearly all actives have a fitted effect of over 75% in size
Target sequence (Q96KQ7 913-1193 limits assumed): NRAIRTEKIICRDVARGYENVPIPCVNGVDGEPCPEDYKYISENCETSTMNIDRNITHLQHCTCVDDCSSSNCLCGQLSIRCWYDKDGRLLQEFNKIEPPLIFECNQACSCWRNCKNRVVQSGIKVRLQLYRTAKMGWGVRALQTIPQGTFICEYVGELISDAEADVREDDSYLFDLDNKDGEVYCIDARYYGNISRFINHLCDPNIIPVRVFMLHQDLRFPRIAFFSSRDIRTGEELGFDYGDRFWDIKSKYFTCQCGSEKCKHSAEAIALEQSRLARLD
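Readings reflect AlphaScreen signal from monomethyl-H3K9 antibody detection. HMT at 20 nM; substrate b-H3K9 500 nM; cofactor SAM 20 uM; 2 h RT reaction; compounds tested as titrations in qHTS with 15 min preincubation.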
BLM helicase inh = inhibitors of human Bloom syndrome helicase BLM | Potency, µM (highest dose often 56.1 µM), for inactives: at the top dose activity change, negative = inhibition, hits mostly inhibitors | actives 0.2% (n = 350,000) | recombinant BLM DNA unwinding, fluorescence dequenching | AID 2528 | P54132;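 also: plate controls were vehicle for no effect and no enzyme for full effect; nearly all actives have a fitted effect of over 35% in size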
POLI inh = inhibitors of human DNA polymerase iota; Potency, µM (doses to about 115 µM), for the others: at the highest dose activity, negative = inhibition, hits mostly inhibitors; Pol iota fluorescent replication assay, 10 min; actives 1% (n = 390,000); AID 588590
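Pol iota at 10 nM preincubated 15 min with compounds at room temperature; reaction started with fluorescent substrate, 50 nM final. Fluorescence read kinetically at 0 and 10 min; buffer-only wells as negative control.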
Active calls of the source: *; u = inconclusive; x = no result given; [ ] = another dose, or the depositor's remark. Calls follow the shape of the dose curve; as a rule, active = well fitted curve in the direction sought with a large enough effect; inconclusive = small, poorly fitted or top-dose-only effect, or another doubt; inactive = no such curve, though single readings can be large; an effect the other way counts as inactive or inconclusive. Potency is read from the fitted curve at half-maximal effect. The list is partial, so the mix of outcomes need not match the whole.

Results follow in this order: POLH inh, POLB inh, APE1 inh, Pol kappa inh, Apoferritin bind, BAZ2B block, G9a inh, BLM helicase inh, POLI inh
- Cc1c(C(=O)NCc2cccs2)oc2ccccc12
  -8%, -4%, 7%, -4%, -4%, 21%, 20%[59 µM], -4%, 1%
- Cc1cc2oc(=O)cc(-c3cc4ccccc4o3)c2cc1O
  u, 0.25µM*, -12%, u, -14%, u, -14%[59 µM], -19%, -103%
- COc1cc([N+](=O)[O-])cc(/C=N/NC(=O)c2cc(-c3ccccc3)nc3ccccc23)c1O
  -18%, -22%, -9%, 7%, -3%, 50µM*, -36%, -5%, 18%
- CCn1cc(/C=C(\NC(=O)c2ccccc2OC)C(=O)NCCCN2CCOCC2)c2ccccc21
  -15%, 2%, 43%, 5%, -6%, -19%, -11%, 3%, 14%
- O=C(NCc1ccc(Cl)cc1)c1ccc2c(c1)N(Cc1ccccc1F)C(=O)c1ccccc1S2=O (stereo not drawn)
  -22%, 25%, x, -8%, -7%, 0%, 8%[59 µM], -7%, 24%
- CCOc1ccc2nc(SCC(=O)Nc3ccc4c(c3)OCCO4)[nH]c2c1
  -7%, u, -3%, -12%, u, u, 5%[12.7 µM], -5%, u
- CC(C(=O)NC1CCS(=O)(=O)C1)N1C(=O)/C(=C/c2ccc(Cl)cc2)SC1=S (stereo not drawn)
  -8%, 5%, 23%, -8%, u, u, u, 2%, -21%
- Cc1nn(Cc2c(F)cccc2Cl)c(C)c1NC(=O)C1CC1
  -17%, -12%, 4%, -4%, 2%, -5%, 16%, 5%, 102%[activator]
- CN(C(=O)CSc1nc2ccccc2n1CC(=O)N(C)C1CCCCC1)c1ccccc1
  -11%, -5%, x, 3%[60.1 µM], -8%, -3%, 20%[59 µM], -2%, 6%
- CCSc1nnc(NC(=O)c2cc(C)oc2C)s1
  -11%, -17%, 1%, -5%, -6%, -25%, -34%[12.7 µM], -4%, -15%
- COc1ccc(CNC(=O)C(=O)NCCC2CCCCN2S(=O)(=O)c2cccs2)cc1 (stereo not drawn)
  -13%, x, 13%, -8%, x, 12%, 9%[0.501 µM], x, 50%[activator]
- C=CCn1c(Cc2cccs2)nnc1SCC(=O)Nc1ccc(C(=O)OCC)cc1
  -13%, 2%, 10%, -5%, u, -13%, 4%, -9%, -9%
- COc1cccc(C2C(C#N)=C(N)Oc3cc(C)[nH]c(=O)c32)c1OC (stereo not drawn)
  -13%, 13%, -6%, 1%, -2%, -34%, 5%[59 µM], 2%, -4%
- COC(=O)c1ccccc1NC(=O)CSc1nc2cccnc2n1C
  -5%, 5%, 12%, -1%, -9%, -17%, x, -10%, -7%
- O=C(Cn1cc2c(n1)CCCC2)Nc1ccccc1Cl
  -8%, u, -1%, 3%, 2%, 1%, 3%[59 µM], -1%, -21%
- O=C1CCN(CCCc2ccccc2)CCN1[C@H](CO)c1ccccc1
  -10%, 28%, 5%, 6%, -8%, -2%, x, -2%, u
- CCOc1ccc(Nc2ccc(N3C(=O)CCC3=O)cc2[N+](=O)[O-])cc1
  -18%, 12%, 9%, 2%, -9%, u, -32%, -12%, 43%[activator]
- Cc1cc(NC(=O)C2CCCCC2)n(-c2nc3ccccc3[nH]2)n1
  -2%, 15%, -6%, -13%, u, -8%, 44%[59 µM], -3%, 1%
- C/C(=N\Nc1ccc(F)cc1F)c1ccc(N2CCOCC2)cc1
  -29%, -7%, 0%, -17%, -18%, -37%, 7.9µM*, -4%, 6%
- CC(C)(C)SCCSC1=CC(=O)CC(c2ccccc2)C1 (stereo not drawn)
  -10%, 26%, -14%, -17%, -18%, 17%, 64%[activator], -11%, 151%[activator]
- Cc1ccc2[nH]c(=O)c3cc(C(=O)N(C)c4ccc(C)c(C)c4)sc3c2c1
  3%, 50%, 10%, 0%, 3%, -16%, x, -1%, -26%
- COc1cccc(O)c1O
  x, x, 2.5µM*, 3.2µM*, -15%, x, x, 0%, x
- O=c1c(-c2ccc(Cl)cc2)[n+]([O-])c2ccccc2n1O
  -3%, 5%, 24%, -7%, 94%[activator], u, 11µM*, -11%, 25%
- Cc1cc(NC(=O)CSc2ncnc3sc4c(c23)CCC(C)C4)no1 (stereo not drawn)
  x, 13%, -1%, x, -12%, -3%, 8%[12.7 µM], 0%, x
- CCc1ccc(CN(C)C(=O)C2=CC=CN3CCS(=O)(=O)N=C23)cc1
  -5%, x, 24%, 1%, x, 11%, u, x, 33%[activator]
- Cc1ccc(NC(=O)Cn2ncn3c(cc4ccccc43)c2=O)cc1C
  -6%, 17%, x, -3%, -13%, -8%, 6%[59 µM], -3%, 37%[activator]
- CCOc1cc(C(=O)Nc2ccc(S(=O)(=O)Nc3cc(C)on3)cc2)cc(OCC)c1OCC
  -6%, 2%, -7%, -2%, -14%, -4%, -14%[59 µM], 1%, -7%
- CCCC(=O)Nc1c2c(nn1-c1ccc(F)cc1)CS(=O)(=O)C2
  5%, 16%, 30%, -8%, 1%, 3%, 5%, -5%, 25%
- O=C(CC1N=C2c3ccccc3N=C(SCc3cccc(Cl)c3)N2C1=O)NCc1ccc2c(c1)OCO2 (stereo not drawn)
  -4%, 1%, x, -2%[60.1 µM], -20%, -12%, 3%[59 µM], -1%, -14%
- CCc1ccc(NC(=O)c2cc(C)no2)cc1
  -19%, 88%, -10%, -4%, -8%, 0%, u, -3%, 72%[activator]

Molecules above containing a furan ring, fused or not, in the order listed:
Results follow in this order: POLH inh, POLB inh, APE1 inh, Pol kappa inh, Apoferritin bind, BAZ2B block, G9a inh, BLM helicase inh, POLI inh
- Cc1c(C(=O)NCc2cccs2)oc2ccccc12
  -8%, -4%, 7%, -4%, -4%, 21%, 20%[59 µM], -4%, 1%
- Cc1cc2oc(=O)cc(-c3cc4ccccc4o3)c2cc1O
  u, 0.25µM*, -12%, u, -14%, u, -14%[59 µM], -19%, -103%
- CCSc1nnc(NC(=O)c2cc(C)oc2C)s1
  -11%, -17%, 1%, -5%, -6%, -25%, -34%[12.7 µM], -4%, -15%

Next entries
Results follow in this order: POLH inh, POLB inh, APE1 inh, Pol kappa inh, Apoferritin bind, BAZ2B block, G9a inh, BLM helicase inh, POLI inh
- C=CCn1c(SCc2cc(C(=O)OC)c(C)o2)nnc1-c1ccncc1
  5%, u, 0%, -7%, -18%, -30%, u, -14%, u
- N#C/C(=C/c1ccc(-c2cc(C(=O)O)cc(C(=O)O)c2)o1)c1nc2ccccc2s1
  x, 20µM*, u, x, 0%, 56µM*, 11µM*, 55%[activator], x
- Cc1ccc2[nH]c3c(=O)n(CC(=O)N(C)Cc4ccccc4)ncc3c2c1
  -7%, 1%, x, -9%, -13%, 8%[57.1 µM], -4%[59 µM], 1%, -6%
- COCCNC(=O)CSc1ccc(C)cc1
  -4%, 2%, u, 2%, -6%, 8%, 6%[59 µM], 0%, 9%
- O=C(CN(C(=O)CCC(=O)Nc1nccs1)c1cccc(F)c1)NCc1ccccc1
  u, 10%, 17%, -26%, -1%, -1%, -7%, -1%, 50%[activator]
- CCNC(=O)n1nccc1C(C)Oc1ccc(Cl)cc1 (stereo not drawn)
  -20%, 19%, -4%, 0%, u, 1%, 137%[activator][59 µM], -1%, 22%
- CCCNC(=O)Cc1ccsc1
  2%, 12%, 5%, 0%, -6%, 8%, 1%[59 µM], 4%, -6%
- CC(C)NC(=O)c1ccc(CSCc2ccccc2Cl)o1
  -19%, 1%, 11%, 1%, -4%, 5%, -4%, -7%, 55%[activator]
- CC(=O)c1ccc(C(=O)Nc2ccc3c(c2)C(=O)NC3=O)cc1
  -3%, 0%, -26%, -25%, -9%, -10%, u, -7%, 19%
- Cc1c(-c2n[nH]c(=S)n2-c2ccc(Br)cc2)nnn1-c1ccc(Cl)cc1
  1%, 3%, 4%, -5%, -8%, -37%, u, -6%, 29%
- C[C@@H](C(=O)OCC(=O)c1ccc(F)c(F)c1)N1C(=O)C2CCCCC2C1=O (stereo partly drawn)
  3%, x, 1%, -8%, x, x, x, x, 8%
- CCc1nnc(NC(=O)/C=C/c2ccc(C)o2)s1
  u, -11%, 4%, -14%, -7%, 1%, -7%[59 µM], -1%, 4%
- Cc1cc2oc(C(=O)Nc3ccc(S(=O)(=O)Nc4nccs4)cc3)cc(=O)c2cc1Cl
  20µM*, 13µM*, 6%, -75%, u, u, 8%[59 µM], -22%, u
- CCn1c(SCc2nc3cc(OC)c(OC)cc3c(=O)[nH]2)nnc1-c1ccncc1
  -1%, 14%, 3%, -4%, -13%, x, -10%[59 µM], 3%, 41%[activator]
- Nc1cccc(-c2nnc3n2CCCCC3)c1
  -6%, 7%, 2%, -2%, -1%, -4%, 18%, 0%, 96%[activator]
- CCOc1ccc(NC(=O)CN2CCN(CC(=O)Nc3ccc(N(C)C)cc3)CC2)cc1
  -4%, 2%, 8%, 7%, -6%, -14%, -17%, 2%, 13%
- O=C1c2ccccc2C(=O)N1CCC(c1ccccc1)c1ccco1 (stereo not drawn)
  -6%, 1%, -6%, -14%, -14%, 16%, 16%[59 µM], -10%, -5%
- FC(F)(F)c1ccccc1/C=N/N1CCN(Cc2ccccc2)CC1
  -24%, 7%, 3%, -29%, -22%, 40µM*, 7.1µM*, -6%, u
- COCCN(C(=O)COC(=O)c1cc2c(s1)CCCC2)c1c(N)n(Cc2ccccc2)c(=O)[nH]c1=O
  45µM*, x, -15%, u, x, -9%, -40%[59 µM], x, 50µM*
- CC(=O)NC1=NN(C(C)=O)C(c2cccc([N+](=O)[O-])c2)S1 (stereo not drawn)
  -2%, 22%, 22%, -3%, -10%, 15%, -4%[59 µM], -1%, 7%
- COC(=O)C1(C(F)(F)F)N=C(N(C)C)OC(N(C)C)=N1
  -21%, -3%, -1%, -9%, -3%, -19%, -3%, 1%, 17%
- CC(C)n1c2ccccc2c2nnc(SCC(=O)OCN3C(=O)c4ccccc4C3=O)nc21
  2%, 1%, 8%, -4%, -11%, -6%, -4%, -3%, -15%
- COc1ccccc1C(=O)NCCSCc1c(F)cccc1Cl
  -11%, -1%, 7%, -15%, u, 8%, 71µM*, -3%, -13%
- NC(=O)C1CCN(C(=O)c2ccc(CS(=O)(=O)c3c(Cl)cccc3Cl)o2)CC1
  -16%, -2%, 1%, -8%, -21%, -3%, 19%, 2%, 8%

Assay outcomes from PubChem.
